ABCG2 inh: ABCG2 efflux pump inhibitors, primary screen, multiplex with ABCB1, IgMXP3 cells, flow cytometry | JC-1 efflux | inhibition, % at 6.6 µM | 190,000 tested, 0.1% active | Broad substrate specificity ATP-binding cassette transporter ABCG2 (Homo sapiens), Q9UNQ0;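 active = inhibition above 80%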;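 note: 0% = DMSO and 100% = nicardipine control wells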
Target sequence (Q9UNQ0 whole entry, looked up): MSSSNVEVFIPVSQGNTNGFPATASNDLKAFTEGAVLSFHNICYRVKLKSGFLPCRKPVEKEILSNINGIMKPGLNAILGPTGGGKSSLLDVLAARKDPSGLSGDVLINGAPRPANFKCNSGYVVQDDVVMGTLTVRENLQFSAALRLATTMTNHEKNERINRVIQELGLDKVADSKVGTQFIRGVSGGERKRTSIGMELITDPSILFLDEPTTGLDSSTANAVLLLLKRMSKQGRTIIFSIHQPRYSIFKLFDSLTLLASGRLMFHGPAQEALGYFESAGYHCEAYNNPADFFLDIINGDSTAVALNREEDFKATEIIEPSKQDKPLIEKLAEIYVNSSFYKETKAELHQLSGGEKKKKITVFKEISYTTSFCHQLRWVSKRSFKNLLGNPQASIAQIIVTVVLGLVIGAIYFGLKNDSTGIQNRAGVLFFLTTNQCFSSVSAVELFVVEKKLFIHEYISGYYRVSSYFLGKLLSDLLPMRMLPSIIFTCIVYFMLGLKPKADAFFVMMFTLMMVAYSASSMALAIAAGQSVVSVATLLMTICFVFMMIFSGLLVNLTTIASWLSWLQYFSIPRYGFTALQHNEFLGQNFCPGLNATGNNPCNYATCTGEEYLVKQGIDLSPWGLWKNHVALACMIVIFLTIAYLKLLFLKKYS
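material = IgMXP3 (ABCG2) plus far-red-tagged CCRF-Adr (ABCB1) cells | amount = 3 million cells/mL, equal mix of both lines | also added = JC-1 transporter substrate | dosing = one concentration, 6.6 µM final | schedule = 10 min at 25 °C | measured by = flow cytometric JC-1 green MFI at 530 nm | read-out basis = percent efflux inhibition, scaled nicardipine 100% to DMSO 0%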
Avidin fluor: green autofluorescence of compounds with avidin beads – biophysical, 488/530 nm, flow cytometry, artefact control, profiling panel. fluorescence (KMESF) at 10 µM. AID 1775, 2009. compound fluorescence 488/530 nm; stronger effect = higher value. 220,000 tested, 0.38% active; in the data active = fluorescence above about 47; note: inactives centre near 10
Mcl-1 Bim block: inhibitors of Bim peptide binding to Mcl-1, primary screen, biochemical, bead-based flow cytometry, multiplex | 190,000 tested, 0.1% active | Induced myeloid leukemia cell differentiation protein Mcl-1 (Homo sapiens), Q07820 | Bim peptide-Mcl-1 binding | inhibition, % at 10 µM; in the data active = inhibition above about 40%;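 note: 0% = no compound tracer wells and 100% = peptide blocker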
Mcl1-Noxa inh: Mcl-1/Noxa binding inhibitors, primary screen, biochemical, TR-FRET, 1536-well. TR-FRET Mcl-1/Noxa peptide binding, 2 h. inhibition, % at 21.7 µM. 220,000 tested, 1.5% active;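 active = compounds that cut the protein-peptide binding signal by more than 50% relative to plate controls in a single-dose test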;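 note: His-tagged Mcl-1 with rhodamine Noxa BH3 peptide and terbium anti-His antibody; 0% = Mcl-1 plus Noxa peptide wells and 100% = peptide-only wells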
RGS7-Gao: RGS7-Galphao binding modulators, primary screen, biochemical, multiplexed bead flow cytometry | 220,000 tested, 0.35% active | Guanine nucleotide-binding protein G(o) subunit alpha (Homo sapiens), P09471 | binding response (% of control), % at 10 µM | actives lie on both sides; in the data active = binding response below about 49% or above about 150%; inconclusive = no clear call, values can overlap the other calls; inactive = in between;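 note: fluorescent Galphao held in activated GDP-AlF4 state binding bead-coupled RGS7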
Target sequence (P09471 whole entry, looked up): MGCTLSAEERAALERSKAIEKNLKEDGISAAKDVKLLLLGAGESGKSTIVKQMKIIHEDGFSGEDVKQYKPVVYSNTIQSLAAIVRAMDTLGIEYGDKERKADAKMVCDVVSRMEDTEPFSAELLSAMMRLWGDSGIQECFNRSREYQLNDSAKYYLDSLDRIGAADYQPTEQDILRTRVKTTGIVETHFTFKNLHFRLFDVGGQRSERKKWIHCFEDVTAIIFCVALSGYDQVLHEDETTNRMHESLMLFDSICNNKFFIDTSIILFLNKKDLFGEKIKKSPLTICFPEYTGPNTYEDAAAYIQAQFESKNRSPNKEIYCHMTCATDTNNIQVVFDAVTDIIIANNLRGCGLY
RGS8-Gao: RGS8-Galphao binding modulators, primary screen, biochemical, multiplexed bead flow cytometry; Guanine nucleotide-binding protein G(o) subunit alpha (Homo sapiens), P09471; actives lie on both sides; response (percent of control binding), % at 10 µM; 220,000 tested, 0.34% active; AID 1423, 2008; in the data active = response below about 60% or above about 140%; inactive = in between;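 note: Galphao activated as the GDP aluminium fluoride complex binding bead-coupled RGS8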
Pf gametocyte: late stage P. falciparum gametocyte viability inhibitors, primary screen, ATP luminescence, HTS; AID 743093, 2013; inhibition, % at 10.9 µM; 150,000 tested, 0.065% active; P. falciparum stage V gametocytes, 24 h;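 active = inhibition above the mean plus 3 SD of compounds within the control limits, set per campaign, cut at about 38% in these data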;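 note: 0% = DMSO wells and 100% = medium only without gametocytes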
RGS4-Gao reg: modulators of RGS4 binding to Galphao, primary screen, biochemical, multiplexed bead flow cytometry; Guanine nucleotide-binding protein G(o) subunit alpha (Homo sapiens), P09471; actives lie on both sides; binding response (% of control), % at 10 µM; 220,000 tested, 0.33% active; in the data active = binding response below about 49% or above about 150%; inactive = in between;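 note: fluorescent Galphao activated with aluminum fluoride binding bead-coupled RGS4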
ABCB1 block: ABCB1 efflux pump inhibitors, primary screen, cell-based, multiplex, flow cytometry, ABCG2 counter-screen | ATP-dependent translocase ABCB1 (Homo sapiens), P08183 | CCRF-Adr cells, JC-1 efflux | inhibition, % at 6.6 µM | 190,000 tested, 0.067% active | AID 1326, 2008; in the data active = inhibition above about 40%;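 note: 0% = vehicle and 100% = reference inhibitor; higher value means more JC-1 retained so stronger ABCB1 efflux block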
GSH fluor: compound fluorescence on glutathione beads, profiling panel, artefact control, biophysical, 488/530 nm, flow cytometry; fluorescence (KMESF) at 10 µM; 190,000 tested, 0.25% active; GSH beads flow cytometry, compound fluorescence 488/530 nm; stronger effect = higher value; in the data active = fluorescence above about 89;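 note: glutathione beads carrying GST-tagged Bcl family fusion proteins plus one bare bead set; values are compound well signal with DMSO vehicle wells as background; inactives centre near 16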
Mcl1 Bid PPI: Mcl-1/Bid binding inhibitors, primary screen, biochemical, TR-FRET, 1536-well; inhibition, % at 21.7 µM; Induced myeloid leukemia cell differentiation protein Mcl-1 (Homo sapiens), Q07820; AID 1021, 2008; TR-FRET Mcl-1/Bid-Dy647 peptide binding; 220,000 tested, 0.97% active;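 active = compounds that cut the binding signal by more than half at the single screening dose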;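 note: His-tagged Mcl-1 with europium anti-His antibody binding Bid BH3 peptide; 0% = Mcl-1 plus peptide wells and 100% = peptide-only wells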
Numbers without * were called inactive; ? = inconclusive; . = not tested or not shown. No enrichment for hits; overall some 3.3% were active at least once.

Preview:
SMILES	ABCG2 inh	Avidin fluor	Mcl-1 Bim block	Mcl1-Noxa inh	RGS7-Gao	RGS8-Gao	Pf gametocyte	RGS4-Gao reg	ABCB1 block	GSH fluor	Mcl1 Bid PPI
CC(=O)NCCn1c(SCC(=O)Nc2ccc(C)cc2)nc2ccccc2c1=O	16	12	1	4	115	139	15	114	-1.8	15	-11
CCOc1ccc(C(CC(=O)O)NC(=O)COc2ccccc2)cc1 (centres undefined)	0	39	-3	12	102	101	.	101	-0.1	23	-13

The listing, repeating the preview:
SMILES	ABCG2 inh	Avidin fluor	Mcl-1 Bim block	Mcl1-Noxa inh	RGS7-Gao	RGS8-Gao	Pf gametocyte	RGS4-Gao reg	ABCB1 block	GSH fluor	Mcl1 Bid PPI
CC(=O)NCCn1c(SCC(=O)Nc2ccc(C)cc2)nc2ccccc2c1=O	16	12	1	4	115	139	15	114	-1.8	15	-11
CCOc1ccc(C(CC(=O)O)NC(=O)COc2ccccc2)cc1 (centres undefined)	0	39	-3	12	102	101	.	101	-0.1	23	-13
N#CCC(=O)Nc1nc(-c2ccc3c(c2)OCCO3)cs1	1	9	0	8	83	92	-18	89	0.0	13	-14
CC(C)(C)NC(=O)CSCc1ccc(Br)cc1	5	11	-3	4	99	100	3	101	0.6	10	-17
Cc1nc2ccc(Cl)cc2c(-c2ccccc2Cl)c1CC(=O)O	9	16	1	10	103	103	2	103	0.7	9	-18
CCC(C(=O)NCc1ccccc1OC)n1nc(C)n2c(cc3occc32)c1=O (centres undefined)	2	21	-1	-11	101	101	.	100	1.0	10	-36
CSC(=Nc1ccc(Cl)cc1)N[n+]1ccccc1	2	2	0	29	100	86	-31	105	0.7	7	-64
CC1CCN(S(=O)(=O)c2ccc(C(C)C)cc2)CC1	1	11	-2	-2	103	102	.	101	0.3	16	-24
CCCCN1C=CC(=C2C(=O)c3ccccc3C2=O)C=C1	13	12	0	5	106	105	7	108	1.2	10	-10
N#C/C(=C\c1cccs1)C(=O)c1ccccc1Cl	.	6	.	20	?	96	-9	100	.	.	-8
CN(C)CC1CCCCC1OC(=O)c1ccc(Cl)cc1 (centres undefined)	5	8	-5	8	96	90	4	98	0.8	11	14
O=C(CCNC(=O)c1ccccc1)OCC(=O)c1ccccc1	3	11	0	4	100	103	-6	99	0.6	26	-15
COc1ccc(-c2csc(/C(C#N)=C(\O)CSc3nccn3C)n2)cc1OC	0	10	4	5	100	96	.	99	-0.1	8	-71
Cc1cccc(N(C)S(=O)(=O)c2ccc3c(c2)NC(=O)CC(=O)N3)c1	9	10	-4	5	88	94	.	90	0.3	13	-13
O=C(COC(=O)c1cc(Cl)ccc1[N+](=O)[O-])NCc1ccc(Cl)cc1Cl	45	14	-4	10	111	112	13	106	2.7	4	-4
CC(NC(=S)Nc1cccc(F)c1)C(c1cccs1)N1CCOCC1 (centres undefined)	.	8	.	-1	?	98	5	96	.	.	-42
Cc1cc(O)c(-c2n[nH]c3c2C(c2cccc(O)c2)N(Cc2cccnc2)C3=O)cc1Cl (centres undefined)	.	14	0	26	102	105	-30	101	0.2	30	-3
CNS(=O)(=O)c1cc(C(=O)NCc2ccco2)ccc1Cl	0	8	1	-3	100	102	14	99	0.2	12	-27
COC(=O)c1sccc1NC(=O)C1CC2CCC1C2 (centres undefined)	42	17	-9	24	96	100	.	98	-0.1	39	5
CCN(CC)c1ccc(/C=N/N=C(c2ccccc2)c2ccccc2)c(O)c1	-4	6	-1	7	101	103	.	102	-0.6	6	-7
CCCCC(O)(CCN1CCOCC1)c1ccc(Cl)cc1 (centres undefined)	0	38	-3	4	102	104	.	101	0.4	16	15
Cc1cc(C)n(-c2ncccc2[N+](=O)[O-])n1	.	3	.	13	?	103	-19	103	.	.	0
CCOC(=O)CC(N)c1ccc2c(c1)OCO2 (centres undefined)	3	9	0	26	110	106	.	108	0.4	17	11
CCOc1ccc(C(=O)NCC(=O)Nc2ccc(N3CCOCC3)cc2)cc1OCC	1	10	0	1	103	100	-18	103	-0.3	18	-73
O=C1c2cccc(OCC(=O)N3CCCc4ccccc43)c2CCN1Cc1ccc(F)cc1	20	16	-2	21	105	102	.	105	17	9	7

Remaining list, next part
SMILES	ABCG2 inh	Avidin fluor	Mcl-1 Bim block	Mcl1-Noxa inh	RGS7-Gao	RGS8-Gao	Pf gametocyte	RGS4-Gao reg	ABCB1 block	GSH fluor	Mcl1 Bid PPI
OCCNc1nc(-c2ccccc2)c2ccccc2n1	4	12	0	8	86	82	2	89	0.6	23	-20
Cc1cc([N+](=O)[O-])nn1CC(=O)Nc1nccs1	10	15	0	-7	103	102	-2	102	0.8	10	-11
CC(C)(C)C(=O)Nc1cccc(OC(F)(F)C(F)Cl)c1 (centres undefined)	1	9	-1	-20	?	102	8	103	-0.2	17	-23
COC(=O)C1=C(N)Oc2cc(C)n(CCCn3ccnc3)c(=O)c2C1c1ccc(Cl)cc1 (centres undefined)	-3	6	-1	-9	104	105	.	97	-2.4	31	-31
O=C(NCCOc1nc(N2CCOCC2)nc(N2CCOCC2)n1)Nc1ccc(Cl)cc1	0	27	-1	-4	98	98	.	99	0.5	20	-5
Cc1ccc2[nH]c(=O)c(CN(Cc3ccc4c(c3)OCO4)Cc3nnnn3C3CCCC3)cc2c1	16	15	-2	2	99	102	.	101	4.5	28	-18
Cc1cc(NC(=S)N(Cc2ccc(Cl)cc2)Cc2ccc(C(=O)O)cc2)ccc1Cl	-1	8	-7	23	99	102	1	102	-0.8	20	-14
N#CC(c1ccc(Cl)cc1)c1ccc2c(C(F)(F)F)cc(C(F)(F)F)nc2n1 (centres undefined)	8	11	-3	23	104	101	.	103	0.2	24	-20
COc1cc(CN2CCC(C(=O)N3CCCC(C)C3)CC2)cc(Br)c1O (centres undefined)	3	34	-3	20	92	94	-26	91	0.5	13	-8
CCCN1Cc2cccc(C(=O)NC(CC(=O)OCC)c3ccc(OC(C)C)cc3)c2C1=O (centres undefined)	27	10	2	13	104	97	-20	97	6.6	26	-19
COc1cccc(NC(=O)CN(C)CC(=O)Nc2ccc3c(c2)CCC3)c1	3	32	2	9	101	103	-4	103	0.8	23	-2
CCCCOC(=O)c1c(C)oc2ccc(NS(=O)(=O)c3ccc4c5c(cccc35)C(=O)N4)cc12	0	5	-1	15	103	100	.	102	0.1	39	-18
CC(C)C(C(=O)OCC(=O)c1ccc2c(c1)NC(=O)CO2)N1C(=O)c2ccccc2C1=O (centres undefined)	5	6	-2	-5	92	95	.	92	1.1	14	-28
COc1ccc(/C=c2\s/c(=C/C(=O)c3ccc(C)cc3)[nH]c2=O)cc1OC	-13	15	6	-7	102	99	.	102	-1.2	15	-14
CC1CCc2c(sc(NC(=O)Cn3nc(C(F)(F)F)c4c3CCCCC4)c2C#N)C1 (centres undefined)	0	33	-3	7	96	94	.	96	0.0	20	11
COC(=O)Nc1sccc1C(=O)Nc1sccc1C(=O)OC	1	17	-3	-5	99	101	7	99	0.2	34	-9
CCOc1ccccc1C1C(C#N)=C(N)Nc2onc(-c3ccccc3)c21 (centres undefined)	2	11	2	3	101	98	.	101	0.3	11	-23
Cc1cc(C)nc(N2CCC(C(=O)NCCc3ccc(F)cc3)CC2)n1	0	24	-2	-10	98	101	3	100	-0.1	23	-7
C=CCNC(=O)/C(C#N)=C/c1c(N(Cc2ccccc2)Cc2ccccc2)nc2ccccn2c1=O	0	22	-1	10	104	102	0	102	5.1	17	8
C=CCNC(=O)c1onc(CSc2ccccn2)c1C(=O)NCC=C	.	8	.	2	?	101	-3	103	.	.	-35
O=[N+]([O-])c1cccn2cc(-c3ccc(Br)cc3)nc12	1	3	-5	8	89	93	4	94	0.1	9	-38
CCOC(=O)CSc1nc2sc3c(c2c(=O)[nH]1)CC(C)(CC)OC3 (centres undefined)	3	11	-3	21	103	100	12	99	0.5	11	10
Cc1cc(C)c(C2C(C#N)=C(N)Oc3n[nH]c(C)c32)cc1CN1CCOCC1 (centres undefined)	-1	37	-3	8	101	103	.	101	-0.1	19	-8
O=C(CN1CCN(C(=O)c2cccs2)CC1)Nc1ccc(Br)cc1	1	5	0	1	99	98	24	99	0.3	46	-26
CCc1cc2ccc(C)cc2nc1SCC(=O)NNC(=O)c1ccco1	3	7	-2	14	103	98	13	106	0.4	14	6
CCc1cc2c(=O)n(N)c(CCC(=O)O)nc2s1	6	33	-6	8	100	104	3	102	0.6	23	-11

Nothing new here: entries from further up.
SMILES	ABCG2 inh	Avidin fluor	Mcl-1 Bim block	Mcl1-Noxa inh	RGS7-Gao	RGS8-Gao	Pf gametocyte	RGS4-Gao reg	ABCB1 block	GSH fluor	Mcl1 Bid PPI
OCCNc1nc(-c2ccccc2)c2ccccc2n1	4	12	0	8	86	82	2	89	0.6	23	-20
Cc1cc([N+](=O)[O-])nn1CC(=O)Nc1nccs1	10	15	0	-7	103	102	-2	102	0.8	10	-11
CC(C)(C)C(=O)Nc1cccc(OC(F)(F)C(F)Cl)c1 (centres undefined)	1	9	-1	-20	?	102	8	103	-0.2	17	-23
COC(=O)C1=C(N)Oc2cc(C)n(CCCn3ccnc3)c(=O)c2C1c1ccc(Cl)cc1 (centres undefined)	-3	6	-1	-9	104	105	.	97	-2.4	31	-31
O=C(NCCOc1nc(N2CCOCC2)nc(N2CCOCC2)n1)Nc1ccc(Cl)cc1	0	27	-1	-4	98	98	.	99	0.5	20	-5
Cc1ccc2[nH]c(=O)c(CN(Cc3ccc4c(c3)OCO4)Cc3nnnn3C3CCCC3)cc2c1	16	15	-2	2	99	102	.	101	4.5	28	-18
Cc1cc(NC(=S)N(Cc2ccc(Cl)cc2)Cc2ccc(C(=O)O)cc2)ccc1Cl	-1	8	-7	23	99	102	1	102	-0.8	20	-14
N#CC(c1ccc(Cl)cc1)c1ccc2c(C(F)(F)F)cc(C(F)(F)F)nc2n1 (centres undefined)	8	11	-3	23	104	101	.	103	0.2	24	-20
COc1cc(CN2CCC(C(=O)N3CCCC(C)C3)CC2)cc(Br)c1O (centres undefined)	3	34	-3	20	92	94	-26	91	0.5	13	-8

High-throughput results: PubChem BioAssay, several laboratories
